Screening results from PubChem.
miR122 inh: miR-122 inhibition in Huh7 cells. Huh7 miR-122 Renilla luciferase sensor, 48 h; neutral wells = 0, positive control = 100. activation (reporter increase), % at 12.5 µM. hit rate 0.3% among 340,000. AID 602342;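 active = mean replicate activation score at least 90 and every replicate individually at or above 90; inconclusive = only one of the two criteria met; inactive = neither criterion met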;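 also: higher luciferase means less miR-122 activity so hits act as miR-122 inhibitors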
EWS-Fli block: EWS/Fli transcriptional activity inhibition | A673 NR0B1-luciferase reporter, viability-normalised | inhibition, % at 12.6 µM | hit rate 0.67% among 350,000 | AID 651661;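 active = mean inhibition of at least 50% after viability correction, with every replicate also passing that limit; inconclusive = mean reaches 50% but only one of two replicates passes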;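 also: firefly luciferase signal divided by Alamar Blue viability fluorescence both relative to DMSO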
GSIS activator: GLuc luminescence reporter in INS-1E cells, primary screen for activators of glucose-dependent secretion of insulin. INS-1E GLuc reporter insulin secretion, 2-3 h. activation, % at 16.6 µM. hit rate 0.61% among 370,000;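 active = lowest replicate activation of at least 40%, so every replicate reaches that level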;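 also: 0% = median of neutral control wells and 100% = median of IBMX positive control wells; some compounds called inactive have numbers as strong as hits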
CFTR F508del cor: correctors of CFTR F508del function in bronchial epithelial cells; AID 720511; activity (quench increase), % at 7.58 µM; hit rate 0.36% among 350,000; CFBE cells, YFP halide quenching; stimulated with forskolin plus potentiator P3; % fluorescence drop versus neutral controls;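 active = mean added fluorescence quench of at least 8% versus neutral control, with both replicates also reaching 8%; inconclusive = only one of the mean or replicate conditions met; inactive = mean below 8% and not both replicates reaching 8%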;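 also: cells transiently co-express mutant CFTR-F508del with the halide-sensitive YFP; corrector assay measuring rescue of mutant channel to the surface after 24 h compound exposure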
DENV2 CPE: protects cells from dengue virus 2 cytopathic effect | DENV2-infected cells, cytopathic effect rescue, plate reader | CPE inhibition, % at 9.99 µM | hit rate 1.7% among 350,000 | AID 651640; in the data active = CPE inhibition above about 20%, passing the limit was not always enough; inconclusive = no clear call, values can overlap the other calls; tested in BHK-21 cells;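 also: 0% = median of neutral control wells and 100% = median of positive control wells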
FN deposit inh: fibronectin deposition inhibition; AH1F fibroblasts, Alexa488-fibronectin deposition fluorescence, overnight; inhibition, % at 12.6 µM; hit rate 0.086% among 350,000;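 active = mean inhibition across replicates of 30% or more, regardless of how many single replicates reach that level; inconclusive = mean under 30% yet at least half of replicates reach 30%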;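 also: positive control wells lacked labelled fibronectin entirely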
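Assay system: AH1F fibroblasts / Quantity: 10000 cells per well / Medium: DMEM plus 2% serum, read in PBS / Reagent: labelled fibronectin 24 nM / Dosing: single dose, pinned / Times: 1 h cell attachment, overnight exposure to compound and label / Signal: fluorescence, ex 485 nm, em 525 nm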
PAX8 inh HTS: lowers PAX8-driven luciferase in RMG-I cells; RMG-I TPO-luciferase reporter, SteadyGlo, 24 h; inhibition, % at 12.6 µM; hit rate 1.2% among 360,000; AID 652154;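 active = mean replicate inhibition at least 60% with every replicate also reaching 60%; inconclusive = only one of the two criteria is met; inactive = mean below 60% and not all replicates reaching 60%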;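 also: luciferase light reporting Pax8 driven TPO promoter activity; plate controls were median of neutral control wells for no effect and mitoxantrone controls for full effect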
Starred values were filed as active, the others as inactive; ? = inconclusive; . = not tested or not shown; [ ] = another dose, or the depositor's remark.

| Compound | miR122 inh | EWS-Fli block | GSIS activator | CFTR F508del cor | DENV2 CPE | FN deposit inh | PAX8 inh HTS |
| --- | --- | --- | --- | --- | --- | --- | --- |
| C[C@@H]1CN([C@H](C)CO)C(=O)Cc2cc(NC(=O)Cc3ccccc3)ccc2O[C@@H]1CN(C)S(=O)(=O)c1cccs1 | 24[16.7 µM] | 1 | -24 | 6.2 | ? | 4 | 5 |
| COc1cc(C(=O)NCC(c2ccco2)N(C)C)cc(OC)c1OC (stereo not drawn) | . | -1 | 16 | . | -2 | -5 | -4 |
| COC(=O)c1c(C)nn(-c2ccc(OC(F)(F)F)cc2)c1-c1snnc1C | -3 | 5 | -33 | -1.2 | 0 | 1 | -11 |
| O=c1cc([O-])[n+]2c3n1CCCN3CCC2 | -5 | . | -4 | . | . | 7 | 18 |
| C/C=C(\C)CN1CCC(Oc2ccc(C(=O)NCc3ccccn3)cc2)CC1 | -6 | . | 15 | -1.5 | -1 | 9 | -3 |
| CCOc1cc(C(=O)N=c2sccn2C)cc(Br)c1OC | 4 | . | -12 | 5.2 | 18 | . | 16 |
| COc1cccc(C2CCCN2Cc2nc(-c3sccc3C)oc2C)c1 (stereo not drawn) | . | -1 | 6 | 3.5 | . | -9 | 6 |
| COC(=O)[C@@]1(Cc2ccc(F)cc2)[C@H]2c3cc(C(=O)N4CCCC4)n(CC4CC4)c3C[C@H]2CN1C(=O)c1ccccc1 | . | 4 | -18 | 1.8 | 1 | 0 | -6 |
| Cc1ccccc1Cn1c(C(=O)OC(C)C)cc2c1ccn2C | 2 | . | . | . | . | -4 | 14 |
| Cc1ccccc1-c1cc2nc(Nc3ccc(F)cc3)n(C)c(=O)c2s1 | 13 | 13 | -5 | 1.2 | -1 | 0 | 28 |
| Cc1cc(Cl)ccc1C(=O)C1CCCN(C(=O)c2ccc3ncccc3c2)C1 (stereo not drawn) | -1 | -11 | -4 | . | ? | . | 2 |
| Cc1ccc(CSCC(=O)NN=C2CCN(C)CC2)cc1 | . | . | 0 | . | . | -2 | 8 |
| C[C@H](CO)N1C[C@H](C)[C@H](CN(C)Cc2ccc(C(=O)O)cc2)Oc2ncc(C3=CCCC3)cc2C1=O | -2[16.7 µM] | -8 | 4 | 2.2 | -7 | 2 | 10 |
| CC(=O)N1N=C2c3ccccc3CCC2C1c1cccs1 (stereo not drawn) | -3 | 11 | . | 1.9 | 4 | 1 | 8 |
| COc1ccc(CCNC(=O)c2n[nH]c3ccccc23)cc1 | -8 | -46 | . | 0.7 | 1 | 2 | -25 |
| CC(C)C#Cc1cnc2c(c1)C(=O)N([C@H](C)CO)C[C@@H](C)[C@H](CN(C)Cc1cccc(F)c1)O2 | 7[16.7 µM] | 10 | -9 | 0.1 | -6 | -19 | -1 |
| CCC(=O)N[C@@H]1CC[C@@H](CCn2cc(C3CC3)nn2)O[C@H]1CO | . | 3 | 3 | 0.8 | 14 | -6 | -3 |
| CN(c1ccccc1)S(=O)(=O)c1cccc(NC(=O)COc2cccc([N+](=O)[O-])c2)c1 | . | 2 | -14 | -1.3 | -6 | 5 | 6 |
| C[C@H](CO)N1C[C@H](C)[C@@H](CN(C)C(=O)Nc2cccc3ccccc23)OCCCC[C@H](C)Oc2ccc(NC(=O)Cc3ccccc3)cc2C1=O | 11[16.7 µM] | -12 | 4 | -5.8 | ? | . | 34 |
| COc1ccc(-n2c(=O)c3c4c(sc3n3cnnc23)CC(C)CC4)cc1 (stereo not drawn) | -1 | . | . | . | . | -3 | 10 |
| CCCCN(C(=O)c1ccc(N2CCCC2=O)cc1)c1c(N)n(CC(C)C)c(=O)[nH]c1=O | -4 | -2 | 24 | -0.1 | -3 | 1 | 3 |
| CCOC(=O)C1CCCN(S(=O)(=O)c2ccc(C)cc2)C1 (stereo not drawn) | 0 | . | . | . | . | 0 | -19 |
| C=CCn1c(SCC(=O)Nc2ncc(Cc3ccc(Br)cc3)s2)nnc1-c1ccncc1 | 0 | -13 | 9 | -1.1 | 4 | . | . |
| Cc1ccc(OCC(=O)N2CCc3ccccc3C2)c([N+](=O)[O-])n1 | . | -1 | -4 | -0.8 | 2 | 7 | 12 |
| Cc1ccc(N(CC(=O)NCc2ccc(F)cc2)C(=O)c2csnn2)c(C)c1 | . | -9 | -18 | 3.4 | -9 | 6 | 14 |
| CCCNC(=O)C1(C)CCN(Cc2cc(C(F)(F)F)ccc2Cl)C1 (stereo not drawn) | -4 | 14 | 1 | 3.5 | -6 | 2 | -3 |
| O=C(c1c[nH]c2ccccc12)N1CCN(c2ccccc2)CC1 | 1 | -19 | -16 | 1.6 | 13 | -16 | -5 |
| CCOC(=O)c1nn(-c2cccc(OC)c2)c2nc(CC)c(C#N)c(=O)n12 | 0 | -17 | 17 | 0.4 | 6 | 2 | 33 |
| COc1ccc(OC)c(CN2CCN(C(=O)CN3C(=O)NC4(CCCC4)C3=O)CC2)c1 | . | 1 | 4 | 4.9 | 6 | 3 | 2 |
| COc1ccc(CCNC(=O)CCC(=O)c2cccs2)cc1OC | -1 | -4 | 103* | -1.0 | -1 | 2 | . |
| CCCNC(=O)Nc1ccc2c(c1)C(=O)N(C)C[C@H](OC)[C@H](C)CN(C(=O)C1CCC1)[C@H](C)CO2 | 8[16.7 µM] | -9 | 7 | -1.3 | -1 | 6 | 13 |
| CCOc1ccc(NC(=O)CCC(=O)N/N=C2\CCCc3ccccc32)cc1 | . | 0 | 22 | 0.9 | 19 | 18 | 15 |
| CO[C@H]1CN(C)C(=O)c2cc(NC(C)=O)ccc2OC[C@H](C)N(Cc2ccccn2)C[C@@H]1C | 2[16.7 µM] | -2 | 5 | -0.3 | -11 | -17 | . |
| COc1ccc(N=Cc2nc(-c3ccccc3)oc2OC(=O)c2ccccc2)cc1 | 13 | -36 | 6 | -1.6 | 2 | -5 | -130 |
| C[C@@H]1CN([C@@H](C)CO)C(=O)c2cc(-c3ccncc3)cnc2O[C@@H]1CN(C)C(=O)C1CC1 | -12[16.7 µM] | -2 | 11 | 2.3 | . | 1 | . |
| O=C(NC1CCCCC1)C(c1ccc2ncccc2c1)N(Cc1ccco1)C(=O)c1ccc2c(c1)OCCO2 (stereo not drawn) | 1 | . | -17 | . | . | -6 | . |
| COc1ccc(CNC(=O)COC(=O)c2sccc2C)cc1OC | . | -8 | 52 | -0.8 | 9 | -9 | -11 |
| O=C(c1ccccc1)N1CCC(c2nc3c(nnn3Cc3ccccc3Cl)c(=O)[nH]2)CC1 | -1 | 21 | 70 | -0.2 | -5 | . | . |
| Cc1ccccc1C(=O)NCC(=O)NNC(=S)NC(=O)c1ccccc1 | -2 | . | 1 | . | . | -5 | -20 |
| CCN(C(=O)COC(=O)CCC(=O)c1ccc(C)cc1)c1c(N)n(Cc2ccccc2)c(=O)[nH]c1=O | 15 | -1 | 3 | 2.3 | ? | 10 | -13 |
| CCOC(=O)c1cnc2c(C)cccc2c1NCCc1ccc(OC)c(OC)c1 | 7 | . | . | . | . | -5 | 8 |
| C[C@@H]1CN([C@@H](C)CO)C(=O)c2cc(-c3cccc(F)c3)cnc2O[C@H]1CN(C)C(=O)c1ccccn1 | -13[16.7 µM] | -6 | 14 | 1.5 | 0 | . | . |
| CC(C)c1ccc(NC2CCCN(C(=O)c3n[nH]c4c3CCC4)C2)cc1 (stereo not drawn) | -10 | -3 | -8 | 5.2 | 0 | 0 | -6 |
| COC(=O)C[C@@H]1C[C@H]2c3cc(NC(=O)C4CCC4)ccc3O[C@H]2[C@H](CO)O1 | 2[16.7 µM] | 3 | -7 | -1.1 | 7 | -2 | -7 |
| CCc1ccccc1NC(=O)CN1CCN(C(=O)CN2C(=O)NC3(CCCC3)C2=O)CC1 | 4 | -2 | . | -1.1 | 1 | 3 | -149 |
| Cc1ccc(S(=O)(=O)N(C)C[C@@H]2OCCCC[C@H](C)Oc3ccc(NC(=O)Nc4ccc(C(F)(F)F)cc4)cc3C(=O)N([C@H](C)CO)C[C@@H]2C)cc1 | -6[16.7 µM] | 13 | 10 | 0.7 | 23* | -16 | ? |
| COc1ccc2c3c(n(C)c2c1)[C@@H](CO)N(C(=O)C1CC1)CC31CCN(Cc2cccc(F)c2)CC1 | . | 5 | -10 | 5.8 | -25 | -1 | 35 |
| N#CC1C=Cc2ccccc2N1C(=O)c1ccccc1 (stereo not drawn) | 13 | 9 | 16 | -1.4 | . | 1 | 37 |
| O=c1oc(=S)oc2c1[C@H](c1ccc(Cl)cc1)O[C@H](C1CCCC1)C2 | . | 4 | 14 | -1.7 | -15 | 6 | -4 |
| OC(COc1ccc(F)cc1Cl)CN1CCC(Cc2ccccc2)CC1 (stereo not drawn) | -11 | 3 | -27 | 2.1 | 4 | -7 | 6 |
| CCn1c(CC(=O)Nc2ccccc2)nnc1SCC(=O)N1CCOCC1 | 2 | 9 | . | 3.9 | -6 | -7 | . |
| CNC(=O)COC(=O)c1cc(-c2ccco2)nc2ccccc12 | 12 | 8 | -31 | 1.1 | -4 | 13 | 1 |
| COc1ccc(CNC(=O)c2cc(-c3ccco3)on2)cc1 | -1 | . | 5 | . | . | 16 | . |
| CCC(=O)N1CC[C@@H]2[C@H]1c1cc(-c3cccc(OC)c3)ccc1N(C)[C@H]2CO | 2[16.7 µM] | -3 | -1 | -1.6 | . | 5 | -2 |
| Cc1ccccc1S(=O)(=O)Cc1ccc(C(=O)NCc2ccc(F)cc2)o1 | 0 | -4 | -8 | 1.2 | . | -8 | -15 |
| COc1ccc(NC(=O)N(C)C[C@@H]2OCc3ccccc3-c3c(n(C)c4ccccc34)C(=O)N([C@H](C)CO)C[C@@H]2C)cc1 | . | -8 | -28 | -0.6 | 7 | -3 | . |
| Cc1ccc(F)c(NC(=S)Nc2cccc3ccccc23)c1 | 4 | 16 | 6 | 0.9 | -2 | 5 | 13 |
| O=C(NCCc1ccccc1)C(=O)NCC1CCCN1S(=O)(=O)c1cccs1 (stereo not drawn) | 9 | 0 | -5 | 1.6 | 4 | 0 | 10 |
| CC(C)(C)C(=O)O/N=C(\N)c1ccc([N+](=O)[O-])s1 | . | -4 | 1 | -1.4 | -2 | 2 | -12 |
| Cc1cc2nc(-c3cccc(Br)c3)c(Cc3ccccc3)n2c(C)c1Br | 2 | -10 | -29 | 3.0 | 17 | -10 | 37 |

(further entries)
| Compound | miR122 inh | EWS-Fli block | GSIS activator | CFTR F508del cor | DENV2 CPE | FN deposit inh | PAX8 inh HTS |
| --- | --- | --- | --- | --- | --- | --- | --- |
| CCCCOC(=O)CSc1nnc(N)s1 | 2 | . | 18 | . | . | -6 | . |
| CC(SCC(=O)Nc1ccc(F)cc1)c1nc2ccccc2c(=O)[nH]1 (stereo not drawn) | 2 | 0 | 15 | -2.1 | ? | . | 2 |
| COc1ccc(OC)c(S(=O)(=O)NC(C)c2ccc(-n3ccnc3)cc2)c1 (stereo not drawn) | 14 | 1 | 12 | 4.4 | ? | -6 | 4 |
| CC(C)CC#Cc1ccc2c(c1)O[C@H](CN(C)C(=O)NC(C)C)[C@H](C)CN([C@H](C)CO)S2(=O)=O | 12[16.7 µM] | 8 | -31 | -1.2 | 8 | . | . |
| O=C(c1ccc(CS(=O)(=O)c2c(Cl)cccc2Cl)o1)N1CCN(c2ccccn2)CC1 | 7 | -5 | -10 | 0.7 | 13 | -1 | -3 |
| CCn1c(SCC(=O)Nc2ccc(C)cc2)nc(O)cc1=O | 0 | 3 | . | -1.3 | 1 | 8 | 5 |
| C[C@@H]1CCCCO[C@@H](CN(C)C(=O)CCCN(C)C)[C@@H](C)CN([C@H](C)CO)C(=O)c2cc(NS(=O)(=O)c3ccccc3)ccc2O1 | 11[16.7 µM] | -8 | 9 | 0.1 | 14 | -7 | -24 |
